mcGAS lum: cyclic GMP-AMP synthase inhibitors, mouse, primary biochemical chemiluminescence; Q8C6L5; recombinant cGAS, Kinase-Glo ATP depletion luminescence; inhibition, % at 12.5 µM; hit rate 0.15% among 160,000; AID 1259399, 2018;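 further: 0% = negative control wells and 100% = reference inhibitor with no enzyme activity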
hcGAS inh: Primary biochemical luminescence assay for human cyclic GMP-AMP synthase inhibitors. recombinant h-cGAS, ATP depletion, Kinase-Glo luminescence. inhibition, % at 12.5 µM. hit rate 0.081% among 290,000;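 further: 0% = vehicle reaction and 100% = reaction without DNA for no activity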
Target sequence (Q8N884 whole entry, looked up): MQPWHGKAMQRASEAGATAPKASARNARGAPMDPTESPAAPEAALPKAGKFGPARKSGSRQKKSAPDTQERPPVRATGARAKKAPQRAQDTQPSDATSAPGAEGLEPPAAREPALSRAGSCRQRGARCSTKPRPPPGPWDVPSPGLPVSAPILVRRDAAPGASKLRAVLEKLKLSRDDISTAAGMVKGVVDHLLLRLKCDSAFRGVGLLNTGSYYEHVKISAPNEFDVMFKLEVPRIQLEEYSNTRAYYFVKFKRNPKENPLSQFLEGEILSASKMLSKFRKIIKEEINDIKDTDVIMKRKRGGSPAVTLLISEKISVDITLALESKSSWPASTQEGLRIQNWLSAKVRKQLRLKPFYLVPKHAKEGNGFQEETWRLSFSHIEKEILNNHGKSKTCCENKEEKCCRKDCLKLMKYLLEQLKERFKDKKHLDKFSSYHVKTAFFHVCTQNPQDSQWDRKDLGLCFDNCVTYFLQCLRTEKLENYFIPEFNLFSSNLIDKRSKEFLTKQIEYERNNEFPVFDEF
NPYLR7 agonist: agonists of mosquito NPYLR7 receptor, primary screen, cell-based, Aedes aegypti, calcium fluorescence, mosquito biting behavior. HEK293T NPYLR7/Galpha15, GCaMP6s calcium fluorescence. activation, % at 10 µM. hit rate 0.15% among 270,000; in the data active means activation above about 40%;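 further: 0% = vehicle and 100% = reference agonist at the receptor; some compounds past the cut are filed as inactive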
The depositor's hits bear a star; nt = no result given; & = joins results of further samples. Unless noted, no stated cut-off is given here; in the data, active means inhibition above about 40%; inactive means the rest.

nr	SMILES	mcGAS lum	NPYLR7 agonist	hcGAS inh
1	Cc1cc(NC(=O)COC(=O)Cc2n[nH]c(=O)c3ccccc23)on1	nt	-5	-8
2	Cc1ccc(-c2noc(-c3cccn(CC(=O)Nc4cccc(Cl)c4C)c3=O)n2)cc1	-10	nt	-6
3	O=C(c1ccc(Cl)cc1Cl)N1CCCC(OCc2ccccc2Cl)C1 (stereo not drawn)	-6	-9	-7
4	CC(=O)Nc1ccc(Cl)c(C(=O)NCC(O)c2ccccc2)c1 (stereo not drawn)	-15	6	-3
5	CC(C)OCCCNC(=O)c1ccc(-c2cccc(Cl)c2)s1	1	-8	-2
6	COc1ccc(-n2nnc3c(=O)n(Cc4ccccc4)cnc32)cc1OC	-2	-2	0
7	Cc1nc2sccn2c(=O)c1S(=O)(=O)N1CCN(C(=O)c2ccco2)CC1	nt	5	-4
8	CCN(CC)c1onc(-c2ccccc2)c1CN(Cc1ccccc1)C(=O)c1cccc(Br)c1	-5	nt	-11
9	CCNC(=O)c1ccc(C2CCCN2Cc2cnc(-c3ccco3)nc2)s1 (stereo not drawn)	nt	21	-6
10	CC1CCN(CC(=O)Nc2oc3ccccc3c(=O)c2-c2ccc(Cl)cc2)CC1	nt	5	-3
11	O=C(COc1ccccc1)N1CCN(c2nccn2-c2cccc(Cl)c2)CC1	-6	2	-7
12	CC1CCC2=C1C[C@H](C(C)(C)O)CC[C@@H]2C (stereo partly drawn)	-6	2	2
13	CC1=NC(C(F)(F)F)(C(F)(F)F)c2c(n(-c3ccc(C)c(C)c3)c(=O)[nH]c2=O)N1	nt	-7	-2
14	CC1CCCN(Cn2cc(S(=O)(=O)N(C)C)ccc2=S)C1 (stereo not drawn)	nt	0	-3
15	CC1(C)CC(NC(=O)C23CCC(C)(C(=O)O2)C3(C)C)CC(C)(C)N1 (stereo not drawn)	nt	-1	-7
16	CCN(Cc1ccncc1)C(=O)c1coc(COc2cccc(F)c2)n1	nt	5	-9
17	C#CCSc1nc(-c2ccccc2)cc(C(F)(F)F)c1C#N	-2	-5	-4
18	COc1ccc(OCC(=O)NNC(=O)C2COc3ccccc3O2)cc1 (stereo not drawn)	nt	0	-9
19	CC(C)CCC(C)NC(=O)CNS(=O)(=O)c1ccc(Br)s1 (stereo not drawn)	nt	4	-5
20	CN1CCN(C2=CC(=[N+]3CCCCC3)CC(C)(C)C2)CC1	-3	3	-2
21	COc1ccc(OC)c(-n2c(C)c(C)n3c4c(=O)n(CCCO)c(=O)n(C)c4nc23)c1	nt	-1	-8
22	CC1CN(c2cc(Cl)nc(SCC(=O)N(CCC#N)Cc3cccnc3)n2)CCN1C(=O)c1ccccc1Cl (stereo not drawn)	-6	nt	-10
23	COc1cccc2cc(C(C)NC(=O)C3CC3C)oc12 (stereo not drawn)	nt	-1	-3
24	CCn1cc(CN(C)CC(=O)N2CCCC2c2ccc3c(c2)OCCO3)cn1 (stereo not drawn)	nt	8	-14
25	Cc1ccc(-c2ccnc(-n3ncc(C(=O)NCC4(N5CCCCC5)CCCC4)c3C3CC3)n2)o1	-9	16	-5
26	CCOc1ccc(CC(=O)N2CCN(c3ncnc4c3nnn4C)CC2)cc1	nt	1	-7
27	Cc1cccc(-c2nc3ccc(C)cn3c2Nc2c(C)cccc2C)c1	-2	-7	7
28	COc1cc(-c2ccc3ncnc(N4CCN(C)CC4)c3c2)cc(OC)c1OC	nt	3	-4
29	CCc1nc2ccc(C(=O)Nc3cc(-c4ccccc4)ccc3OC)cn2c1N(CCN(C)C)CC1CC1	-3	-4	-6
30	O=C(Nc1ccc(-n2cnnn2)cc1)c1cc(-c2ccco2)nc2ccccc12	-10	-1	-8

Structures above that have a thiophene ring, fused or not:
nr	SMILES	mcGAS lum	NPYLR7 agonist	hcGAS inh
5	CC(C)OCCCNC(=O)c1ccc(-c2cccc(Cl)c2)s1	1	-8	-2
9	CCNC(=O)c1ccc(C2CCCN2Cc2cnc(-c3ccco3)nc2)s1 (stereo not drawn)	nt	21	-6
19	CC(C)CCC(C)NC(=O)CNS(=O)(=O)c1ccc(Br)s1 (stereo not drawn)	nt	4	-5

Returning to the listing, starting 2 compounds before the break.
nr	SMILES	mcGAS lum	NPYLR7 agonist	hcGAS inh
29	CCc1nc2ccc(C(=O)Nc3cc(-c4ccccc4)ccc3OC)cn2c1N(CCN(C)C)CC1CC1	-3	-4	-6
30	O=C(Nc1ccc(-n2cnnn2)cc1)c1cc(-c2ccco2)nc2ccccc12	-10	-1	-8
31	COc1ccccc1-c1cc(C(=O)NCCCN2CCOCC2)n2nc(-c3ccc(Cl)cc3)cc2n1	42*	17	-2
32	O=C(c1cccc2cc[nH]c12)N1CCC(OCC2CCCO2)CC1 (stereo not drawn)	nt	-21&8	-2&-7
33	COc1ccc(N2C(=O)CSC2c2ccc(NS(=O)(=O)c3ccc(Br)cc3)cc2)cc1 (stereo not drawn)	0	-1	0
34	C=CCNc1nc(C(=O)OCC2=C(C(=O)OCC)C(C)NC(=O)N2)cs1 (stereo not drawn)	nt	-1	1
35	Cc1c(C(=O)N2CCCC2)c(C(F)(F)F)nn1C1CCCN(C)C1 (stereo not drawn)	nt	12	-4
36	O=C(Nc1ccccc1SCc1ccccc1F)c1ccnnc1	-8	0	-2
37	CC(c1ccccc1)N(C)S(=O)(=O)c1ccc2[nH]c(=O)c(=O)[nH]c2c1 (stereo not drawn)	-16	-4	-6
38	CN(C)CC1(O)CCCN(C(=O)c2c(F)cccc2F)C1 (stereo not drawn)	-10	-3	1
39	CC(Sc1nnnn1Cc1ccccc1)C(=O)NC12CC3CC(CC(C3)C1)C2 (stereo not drawn)	nt	-3	-10
40	COc1ccc(-c2nnc3ccc(SCC(=O)Nc4cc(C)ccc4C)nn23)cc1OC	-6	14	-4
41	COc1ccc(-c2nc(CNC(=O)c3c(C)noc3-c3cccnc3)c(C)o2)cc1	-7	6	-3
42	COc1cc(C2C(C(=O)OCC3CCCO3)=C(C)NC3=C2C(=O)CCC3)cc(Cl)c1O (stereo not drawn)	-3	-5	-1
43	COc1ccc(-n2cc(-c3ccccc3)c3c(SC(C)C(C)=O)ncnc32)cc1 (stereo not drawn)	nt	0	-4
44	c1ccc(Nc2nc(CSc3nnc4c(n3)[nH]c3ccccc34)cs2)cc1	0	2	-1
45	CCNC(=O)c1ccc(C2CCCN2C(=O)Cn2cnc3ccccc32)s1 (stereo not drawn)	-9	5	-5
46	Cc1cccc(C2=N/C(=C\c3ccccc3Cl)C(=O)O2)c1	nt	-4	-2
47	Cc1ccc(O)c(CN(C)Cc2nc3ccc(F)cc3[nH]2)c1	-11	-4	-5
48	CN1CCN(C(CNC(=O)NC2CCCCC2)c2ccc(N(C)C)cc2)CC1 (stereo not drawn)	-6	9	-6
49	COc1ccccc1C1=NN(C(=O)CN2CCc3ccccc3C2)C(c2cccc(F)c2)C1 (stereo not drawn)	-5	-4	-6
50	O=C(c1ccc(NCc2cccnc2)nc1)N1CCC(Oc2cccnc2)CC1	nt	4	-7
51	CCc1cc(CNCc2cn(-c3cccc(F)c3)nc2-c2ccc(C)o2)on1	-10	8	-12
52	Cc1ccc(S(=O)(=O)Nc2ccc(Nc3cc(-c4ccc(OCc5ccccc5)cc4)ncn3)cc2)cc1	nt	9	-6
53	NC(=O)CSc1ccc(-c2ccncc2)nn1	-8	9	-5
54	FC(F)(F)c1ccc(CN2CCN(Cc3cscn3)CC2)cc1	nt	2	0
55	COc1ccc(Nc2cc3c(cn2)cc(-c2cccnc2)n3Cc2ccccc2)cc1	-4	-9	-2
56	Cc1c(Cl)cccc1NC(=O)C1CC(=O)N(C2CCCC2)C1 (stereo not drawn)	nt	23	-12
57	COc1ccccc1CCNC(=O)C(C1CCCC1)N1CCN(C(=O)c2ccccc2F)CC1 (stereo not drawn)	-4	-10	-1
58	O=c1[nH]cc(S(=O)(=O)N2CCCCCC2)c(=O)[nH]1	-8	-10	-6
59	CC(Sc1nnnn1C1CCCC1)c1nnc(-c2ccc(F)cc2)o1 (stereo not drawn)	nt	4	-2
60	COC1OC(COC(C)=O)C(OC(C)=O)C(OC(C)=O)C1NC(C)=O (stereo not drawn)	nt	4	4

Laid out differently: 2 of the compounds above.
Every second line gives: mcGAS lum, NPYLR7 agonist, hcGAS inh
(45) CCNC(=O)c1ccc(C2CCCN2C(=O)Cn2cnc3ccccc32)s1 (stereo not drawn)
  -9, 5, -5
(46) Cc1cccc(C2=N/C(=C\c3ccccc3Cl)C(=O)O2)c1
  nt, -4, -2

(listing goes on)
nr	SMILES	mcGAS lum	NPYLR7 agonist	hcGAS inh
61	C#CCSc1nnc2c3ccccc3n(CC)c2n1	nt	0	-7
62	NC(=O)Cn1cnc2c(nnn2Cc2ccccc2F)c1=O	nt	8	-1
63	COc1ccc(-c2nc(CSc3ccc(C(F)(F)F)cn3)cs2)cc1OC	-8	2	-7
64	CCOC(=O)N1CCN(C(=O)c2cc(-c3ccc(OC)cc3)n(-c3cccc(OC)c3)c2C)CC1	-5	-3	-1
65	O=C(Nc1cc(Oc2ccc(F)cc2)cc([N+](=O)[O-])c1)c1cc2nc(-c3ccco3)cc(C(F)(F)F)n2n1	0	3	3
66	Cc1cc(C)c2c(C(=O)O)cc(C3CC3)nc2c1	nt	8	-5
67	COc1ccc(C(=O)NC2CCN(c3ccccc3C(=O)NCc3ccc(F)cc3)CC2)cc1	-6	-4	-5
68	CCc1cc(=O)[nH]c(-n2nc(C)cc2NC(=O)C2CC(=O)N(c3ccccc3)C2)n1 (stereo not drawn)	-7	2	-8
69	CC(=O)c1ccc(N2CCN(C(=O)CCc3ncc(-c4ccc(Cl)cc4Cl)o3)CC2)cc1	nt	2	-3
70	CC(C)CCNc1ccc(S(=O)(=O)Cc2ccc(Cl)cc2)nn1	-8	-3	-5
71	CCCCCc1ccc(C(=O)N(CCN2CCCC2)CC(=O)N(CCc2ccc(OC)c(OC)c2)Cc2sccc2C)cc1	-6	nt	-9
72	CCOC(=O)c1oc2ccccc2c1CN1CCC(C2(C)OCCO2)CC1	nt	5	-4
73	Cc1ccc2nc3c(cc(C#N)c(=N)n3C)c(=O)n2c1	nt	2	0
74	CCOC(=O)C1C(=O)CSC1=Nc1cccc(OC)c1 (stereo not drawn)	nt	-12	-6
75	O=C(c1ccc(-c2ccc(C3CCCCC3)cc2)s1)N1CCc2ccccc2C1	-4	5	-2
76	COc1ccc(-c2cc(C(F)(F)F)n3nc(C(=O)N4CCN(c5ccc(F)cc5)CC4)cc3n2)cc1	-4	1	-4
77	Cc1[nH]ncc1S(=O)(=O)Oc1ccc(-n2cccn2)cc1	-16	14	-8
78	Cc1cc(C(=O)N2CCCC(N3CCN(c4cccc(Cl)c4)CC3)C2)no1 (stereo not drawn)	nt	-1	-1
79	Cn1c(-c2ccc(Cl)cc2)[n+](C)c2ccccc21	nt	5	-7
80	CC(C)CN(Cc1ccc(OS(=O)(=O)c2cccc(C(F)(F)F)c2)cc1)C(=O)COc1ccccc1	-4	19	-3
81	CCOc1ccccc1C(=O)Nc1ccc(N2CCN(C(=O)CCCOc3ccccc3)CC2)nc1	3	6	5
82	CCOC(=O)c1ncn2c1CN(C)C(=O)c1cc(F)ccc1-2	-4	-11&-2	-4&-1
83	COc1ccc(N2CCn3c(SCCc4ccccc4)nnc32)cc1	-9	4	-6
84	Brc1cnc2nc(C3CCCO3)[nH]c2c1 (stereo not drawn)	nt	-13	-3
85	Cc1cccc(Cn2cnc3c(cnn3CCNC(=O)c3ccc4ccccc4c3)c2=O)c1	-9	-1	-5
86	CCC(C)c1ccc(NC(=O)c2cccnc2N2CCCC2c2ccncc2)cc1 (stereo not drawn)	-4	2	-2
87	Cc1ccc(C(C)NC(=O)N2CCN(C(=O)CC(F)(F)F)CC2)o1 (stereo not drawn)	nt	6	-5
88	Cc1ccc(F)c(-n2nnnc2COc2ccccc2C#N)c1	nt	-3	4
89	Cc1nonc1OCCn1c([N+](=O)[O-])cnc1C	-5	-1	-8
90	CCCC(=O)NCCc1cc2c(OC)ccc(OC)c2[nH]c1=O	-4	0	-3
91	CCN1CCN(c2c(CN(CCC(C)C)C(=O)c3cccc(Br)c3)c(C)nn2-c2ccccc2)CC1	-3	-4	-1
92	Cc1noc(C)c1S(=O)(=O)N(C)CC(=O)NCc1ccccc1	nt	-2	-3
93	O=C(Cn1ncn2c(cc3sccc32)c1=O)NC1CCCC1	-3	6	-5
94	Cc1ccc(CSc2nc3c(c(=O)n(C)c(=O)n3C)n2Cc2ccccc2)cc1	nt	7	0
95	CCOC(=O)COc1c(Cl)cc(Cl)cc1-c1ccno1	nt	-4	-2
96	CC(Oc1ccccc1F)C(=O)NCCCn1nc(-c2ccco2)ccc1=O (stereo not drawn)	nt	-1	3
97	Cn1c(-c2ccco2)nc2cnc(-c3cccc(O)c3)cc21	-5	-2	-3
98	Cc1ccc(NCN2C(=O)c3ccccc3C2=O)cc1Cl	nt	5	-5
99	CCCCCc1ccc(C(=O)N(CC(=O)N(Cc2ccc3c(c2)OCO3)Cc2cccs2)C2CC2)cc1	-4	-10	-12
100	COc1ccc(C(=O)Nc2nnc(-c3ccco3)s2)cc1	-7	-8	-3
101	Oc1[nH]c2ccc(Br)cc2c1N=Nc1cccc(Cl)c1Cl	-4	23	-2
102	CC(=O)Oc1ccc(NC(=O)CN2C(=O)c3ccccc3C2=O)c(C)c1	0	-1	0
103	CS(=O)(=O)C(C#N)=Cc1cc(Br)ccc1F	nt	4	-9
104	O=S(=O)(c1ccc(Cl)cc1)c1ccccn1	1	4	5
105	C=CCN=c1scc(-c2cccc(Br)c2)n1N=Cc1cccnc1	-4	18	-2
106	CN(CCC#N)C(=O)COc1c(Br)cccc1Br	nt	8	-5
107	C=CCN(Cc1nc2scc(-c3cccc(Cl)c3)c2c(=O)[nH]1)CC(O)COCC(C)C (stereo not drawn)	-2	16	-7
